# Source: PubChem
# HT29 cell growth-1 = HT29 colon tumor cell growth inhibition, primary screen, imaging, high content imaging, 24 h, CellTiter-Glo (AID 770); HT29 cell number by imaging, 24 h; stronger effect = higher value; growth inhibition, % at 10 µM; 3,300 tested, under 10 active;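 active = growth inhibition above 90% in viable cell count at a single dose; inactive = growth inhibition below 90%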
# HT29 cell growth-2 = HT29 colon tumor cell growth inhibition, primary screen, imaging, high content imaging, 48 h, CellTiter-Glo (AID 771) | HT29 cell growth, HCS imaging cell count, 48 h; stronger effect = higher value | growth inhibition, % at 10 µM | actives 2% (n = 3,300);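 active = growth inhibition above 90%, meaning viable cell count by imaging cut by more than 90% versus vehicle controls; inactive = growth inhibition below 90%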;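 also: percent fewer viable cells counted by imaging than vehicle controls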
# AID772 = HT29 colon tumor cell growth inhibition, primary screen, imaging, high content imaging, 72 h, CellTiter-Glo (AID 772); HT29 cell growth, HCS imaging cell count, 72 h; stronger effect = higher value; growth inhibition, % at 10 µM; actives 0.6% (n = 3,300);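 active = growth inhibition above 90%, meaning viable cell count cut by more than 90% versus vehicle controls; inactive = growth inhibition below 90%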
# AID364 = cytotoxicity toward Jurkat T cells, primary screen, cell-based, Jurkat E6.1, NIH starter set (AID 364) | Jurkat E6.1 viability, ATP luminescence, 48 h; higher % means a stronger effect | inhibition, % at 4 µM, or CC50 in µM where a hit was titrated | actives 2% (n = 3,300);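 active = concentration giving half-maximal inhibition at or below 20 micromolar; inactive = half-maximal concentration above 20 micromolar, or not dose tested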;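 also: 100% = cells treated with 4 µM doxorubicin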
# A549 NSCLC growth = A549 NSCLC cell proliferation inhibitors – ATP luminescence, human non-small cell lung line, primary screen (AID 371); A549 growth inhibition, ATP luminescence; stronger effect = higher value; growth inhibition, % at 10 µM; actives 8.4% (n = 3,300);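 active = mean growth inhibition over the two runs of 50% or more; inactive = mean growth inhibition under 50%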;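 also: compound exposure lasted 72 h before the ATP read; 0% = untreated cell signal and 100% = no luminescence left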
# HT29 cell growth-1 condensed nuclei = recorded beside HT29 cell growth-1, whose call it bears; condensed nuclei, %; measured here: percent cells with condensed nuclei;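 share of cells whose nuclear area falls below control median minus 1.5 SD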
# HT29 cell growth-1 ATP viability = further read-out of HT29 cell growth-1, marked with its call; growth inhibition, %; measured here: ATP CellTiter-Glo viability
# HT29 cell growth-2 condensed nuclei = further read-out of HT29 cell growth-2, marked with its call; condensed nuclei, %; measured here: percent cells with condensed nuclei;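 condensed means Hoechst nuclear area under control median minus 1.5 SD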
# HT29 cell growth-2 ATP viability = second read-out of HT29 cell growth-2, no call of its own (marks repeat the call); growth inhibition, %; measured here: ATP CellTiter-Glo viability inhibition
# AID772 condensed nuclei = further read-out of AID772, marked with its call; condensed nuclei, %; measured here: percent cells with condensed nuclei;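 condensed means nuclear area below control median minus 1.5 SD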
# AID772 second = also measured in AID772; calls as there; growth inhibition, %; measured here: ATP CellTiter-Glo viability
# * hit, by the source's call; nt = no result given. A portion of the library; the hit share may differ from the screen's.
# The line under a structure holds: HT29 cell growth-1 | HT29 cell growth-1 condensed nuclei | HT29 cell growth-1 ATP viability | HT29 cell growth-2 | HT29 cell growth-2 condensed nuclei | HT29 cell growth-2 ATP viability | AID772 | AID772 condensed nuclei | AID772 second | AID364 | A549 NSCLC growth
C=CCOC(=O)C1=C(C)OC(N)=C(C#N)C12C(=O)N(CN1CCOCC1)c1ccccc12 (centres undefined)
→ 36 | 3.8 | -20 | -12 | 1.3 | -9 | 11 | 9 | -14 | 9% | 1
C=CCn1c(O)c(C=Nc2ccc(N(CC)CC)cc2)c(=O)[nH]c1=O
→ -20 | 3.0 | 1 | 43 | 2.6 | 6 | 1 | 4 | -19 | 7% | 5
CN1CCc2nc3sc(C#N)c(N)c3c(-c3cccs3)c2C1
→ -5 | 6.9 | -6 | 26 | 2.2 | -14 | 54 | 3 | 23 | 3% | 7
O=c1[nH]c(=O)n(CCc2ccccc2)c(O)c1C=NCCN1CCNCC1
→ 18 | 5.1 | 2 | -5 | 2.9 | -14 | -17 | 5 | -34 | 7% | -7
CNCCc1nc(N)n[nH]1
→ 10 | 2.8 | -14 | 20 | 3.4 | 6 | 46 | 2 | -13 | -5% | 2
COc1ccc2[nH]cc(CCN(C)C)c2c1
→ 25 | 4.1 | -4 | -14 | 1.7 | nt | -32 | 2 | -32 | 0% | 2
C#CCN(C)C(C)Cc1ccccc1 (centres undefined)
→ -18 | 4.3 | -25 | -3 | 2.2 | nt | -9 | 4 | -24 | 2% | 4
CCCCNC(=O)Nc1ccc(C(O)(C(=O)OC)C(F)(F)F)cc1 (centres undefined)
→ -19 | 2.5 | -4 | -6 | 1.1 | -5 | -20 | 1 | -35 | -9% | -5
CN1[C@@H]2CC[C@H]1CC(OC(=O)C1C=Nc3ccccc31)C2 (some centres undefined)
→ -6 | 2.4 | 9 | 29 | 5.1 | nt | 31 | 14 | 44 | -4% | 4
COc1ccc(C2SCC(=O)Nc3c2c(=O)[nH]n3C2CCCCC2)cc1 (centres undefined)
→ 16 | 3.1 | -3 | 24 | 0.8 | -16 | 1 | 12 | -10 | 9% | 29
CCCCc1nc(N2CCNCC2)c(C#N)c2c1CSC(C)(C)C2
→ -6 | 3.6 | 8 | 11 | 2.1 | 22 | -32 | 13 | 1 | 0% | 92*
[N-]=[N+]=CC(=O)OC[C@H](N)C(=O)O
→ 2 | 3.8 | -28 | 8 | 1.8 | nt | -43 | 3 | -28 | -5% | 28
CN1C[C@H](CNC(=O)OCc2ccccc2)C[C@@H]2c3cccc4c3c(cn4C)C[C@H]21
→ 51 | 4.5 | 43 | 93* | 18* | nt | 81 | 21 | 97 | 10% | 95*
COCCOC(=O)c1c(N)n(Cc2ccco2)c2nc3ccccc3nc12
→ -41 | 3.4 | -12 | -46 | 3.7 | -20 | -34 | 4 | -50 | 2% | 13
CCC(=NCCN1CCCCC1)c1c(O)n(C)c(=O)n(C)c1=O
→ -56 | 1.7 | -6 | 1 | 1.1 | 6 | -47 | 3 | -14 | 7% | -4
CCCCCCn1c(O)c(C=NCCN2CCCCC2)c(=O)[nH]c1=O
→ 2 | 3.2 | 1 | 44 | 1.9 | 7 | 16 | 13 | 28 | 9% | -5
CCOC(=O)C1=C(C)OC(N)=C(C(=O)OCC)[C@@]12C(=O)N(CC(N)=O)c1ccccc12
→ -11 | 2.3 | -2 | 11 | 2.5 | -22 | -52 | 2 | -58 | 0% | 3
CCCc1nc2ccccc2c(=O)n1-c1ccccc1OC
→ 16 | 3.1 | 8 | -2 | 1.9 | -9 | 48 | 15 | 29 | -11% | 0
O=c1c(C=NCCN2CCNCC2)c(O)n(C2CCCCC2)c(=O)n1C1CCCCC1
→ 73 | 4.3 | 31 | 76 | 18 | 74 | 86 | 17 | 95 | -5% | 82*

# Taken from the entries so far (11 entries):
# The line under a structure holds: HT29 cell growth-1 | HT29 cell growth-1 condensed nuclei | HT29 cell growth-1 ATP viability | HT29 cell growth-2 | HT29 cell growth-2 condensed nuclei | HT29 cell growth-2 ATP viability | AID772 | AID772 condensed nuclei | AID772 second | AID364 | A549 NSCLC growth
O=c1[nH]c(=O)n(CCc2ccccc2)c(O)c1C=NCCN1CCNCC1
→ 18 | 5.1 | 2 | -5 | 2.9 | -14 | -17 | 5 | -34 | 7% | -7
CNCCc1nc(N)n[nH]1
→ 10 | 2.8 | -14 | 20 | 3.4 | 6 | 46 | 2 | -13 | -5% | 2
COc1ccc2[nH]cc(CCN(C)C)c2c1
→ 25 | 4.1 | -4 | -14 | 1.7 | nt | -32 | 2 | -32 | 0% | 2
C#CCN(C)C(C)Cc1ccccc1 (centres undefined)
→ -18 | 4.3 | -25 | -3 | 2.2 | nt | -9 | 4 | -24 | 2% | 4
CCCCNC(=O)Nc1ccc(C(O)(C(=O)OC)C(F)(F)F)cc1 (centres undefined)
→ -19 | 2.5 | -4 | -6 | 1.1 | -5 | -20 | 1 | -35 | -9% | -5
CN1[C@@H]2CC[C@H]1CC(OC(=O)C1C=Nc3ccccc31)C2 (some centres undefined)
→ -6 | 2.4 | 9 | 29 | 5.1 | nt | 31 | 14 | 44 | -4% | 4
COc1ccc(C2SCC(=O)Nc3c2c(=O)[nH]n3C2CCCCC2)cc1 (centres undefined)
→ 16 | 3.1 | -3 | 24 | 0.8 | -16 | 1 | 12 | -10 | 9% | 29
CCCCc1nc(N2CCNCC2)c(C#N)c2c1CSC(C)(C)C2
→ -6 | 3.6 | 8 | 11 | 2.1 | 22 | -32 | 13 | 1 | 0% | 92*
[N-]=[N+]=CC(=O)OC[C@H](N)C(=O)O
→ 2 | 3.8 | -28 | 8 | 1.8 | nt | -43 | 3 | -28 | -5% | 28
CN1C[C@H](CNC(=O)OCc2ccccc2)C[C@@H]2c3cccc4c3c(cn4C)C[C@H]21
→ 51 | 4.5 | 43 | 93* | 18* | nt | 81 | 21 | 97 | 10% | 95*
COCCOC(=O)c1c(N)n(Cc2ccco2)c2nc3ccccc3nc12
→ -41 | 3.4 | -12 | -46 | 3.7 | -20 | -34 | 4 | -50 | 2% | 13
